# Source: PubChem BioAssay
# Jurkat NFkB inh = lowers PMA/ionomycin-induced NF-kB signal in Jurkat cells | inhibition, % at 4 µM | 0.53% of 330,000 active | AID 435003 | PMA/ionomycin-induced NF-kB luciferase reporter, luminescence
# CCR6 antag = blocks CCL20-driven beta-arrestin recruitment at human CCR6. CHO-K1 CCR6 PathHunter beta-arrestin, luminescence, CCL20-stimulated. 0.49% of 340,000 active. inhibition, % at 20 µM;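 active means compounds whose inhibition of the agonist-driven luminescence signal at 20 µM reaches about 50%, limit read from the data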;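 further: cells stimulated with CCL20 at 14 nM final; plate controls were DMSO with CCL20 for no effect and DMSO without agonist for full effect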
# Target sequence (P51684 whole entry, looked up): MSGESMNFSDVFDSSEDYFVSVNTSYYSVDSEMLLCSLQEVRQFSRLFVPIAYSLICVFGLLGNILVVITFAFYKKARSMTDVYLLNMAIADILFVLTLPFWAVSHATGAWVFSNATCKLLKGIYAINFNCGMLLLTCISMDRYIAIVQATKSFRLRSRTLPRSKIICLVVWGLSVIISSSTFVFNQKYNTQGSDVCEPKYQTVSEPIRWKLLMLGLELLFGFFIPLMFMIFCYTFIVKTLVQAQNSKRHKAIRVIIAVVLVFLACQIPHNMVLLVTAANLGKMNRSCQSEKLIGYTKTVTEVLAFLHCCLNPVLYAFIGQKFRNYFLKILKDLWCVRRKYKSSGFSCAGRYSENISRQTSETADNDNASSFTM
# EBI2 block = EBI2 (human) antagonism; P32249; EBI2 beta-arrestin recruitment, luminescence, 7a,25-OHC stimulated; inhibition, % at 5 µM; 0.81% of 360,000 active; in the data active means inhibition above about 38%;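 further: enzyme fragment complementation signal reports receptor beta-arrestin coupling in cells; 0% = agonist plus DMSO wells and 100% = wells without agonist; some results beyond the cut were filed as inactive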
# Target sequence (P32249 whole entry, looked up, the tested form may be a part): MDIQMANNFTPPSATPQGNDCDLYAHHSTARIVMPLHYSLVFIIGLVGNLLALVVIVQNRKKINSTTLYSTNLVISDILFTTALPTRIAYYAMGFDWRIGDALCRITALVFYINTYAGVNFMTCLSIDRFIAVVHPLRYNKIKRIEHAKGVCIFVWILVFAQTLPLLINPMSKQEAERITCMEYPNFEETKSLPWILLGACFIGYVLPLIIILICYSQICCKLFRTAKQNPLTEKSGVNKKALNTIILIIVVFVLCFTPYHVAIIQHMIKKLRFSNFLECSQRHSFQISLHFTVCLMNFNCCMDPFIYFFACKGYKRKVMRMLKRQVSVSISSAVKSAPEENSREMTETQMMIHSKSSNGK
# UBC13 polyUb = inhibitors of human UBC13 polyubiquitin chain formation; AID 485273; inhibition, % at 20 µM; P61088; 0.47% of 330,000 active; TR-FRET; in the data active means inhibition above about 45%, passing the limit was not always enough
# Gli-Sufu block = Gli-Sufu pathway antagonism; AID 588413; inhibition, % at 5 µM; 0.74% of 340,000 active; Sufu-KO-LIGHT fibroblasts, Gli luciferase reporter luminescence;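 active means inhibition above about 55%, limit read from the data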;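 further: 0% = DMSO-treated cells and 100% = wells with medium but no cells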
# 697 NFkB inh = inhibitors of the PMA/ionomycin-induced NF-kB reporter in 697 B cells | 0.33% of 330,000 active | 697 B-cell NF-kB luciferase reporter, 16 h | inhibition, % at 4 µM | AID 435022; in the data active means inhibition above about 35%
# SENP8 block = SENP8 protease inhibition | Q96LD8 | purified SENP8, Z-RLRGG-aminoluciferin cleavage, luminescence | inhibition, % at 10 µM | 1.2% of 330,000 active
# Target sequence (Q96LD8 whole entry, looked up): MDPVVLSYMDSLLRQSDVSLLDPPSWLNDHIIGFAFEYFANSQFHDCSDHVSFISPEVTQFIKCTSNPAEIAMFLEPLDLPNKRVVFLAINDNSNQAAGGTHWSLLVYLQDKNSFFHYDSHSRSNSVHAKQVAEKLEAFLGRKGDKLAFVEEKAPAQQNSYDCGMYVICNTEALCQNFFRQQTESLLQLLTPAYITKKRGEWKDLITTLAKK
# Apaf-1 inh = blocks human Apaf-1 apoptosome activity. inhibition, % at 20 µM. reconstituted apoptosome caspase-3 activity, DEVD-Rh110 fluorescence. AID 489030. O14727. 0.71% of 330,000 active; active means inhibition of at least 40% at 20 µM;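 further: plate controls were DMSO wells for no effect and DEVD-CHO caspase inhibitor wells for full effect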
#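 System – cell-free apoptosome with Apaf-1, procaspase-3 and caspase-9 · Buffer or medium – pH 7.5 Hepes buffer with CHAPS, BSA, DTT · Also added – cytochrome c with DEVD-Rh110 · Times – 30 min compound preincubation, 50 min activation, room temperature · Technique – Rh110 fluorescence intensity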
# * hit, by the source's call; x = not tested or not shown. Unless noted, no stated cut-off is given here; in the data, active means inhibition above about 50%; inactive means the rest.
SMILES,Jurkat NFkB inh,CCR6 antag,EBI2 block,UBC13 polyUb,Gli-Sufu block,697 NFkB inh,SENP8 block,Apaf-1 inh
O=S(=O)(NCC(Nc1ccccc1)c1ccccc1)c1ccc(Cl)cc1 (centres undefined),-20,13,1,5,2,-22,-3,-245
CCCCN(C(=O)c1ccco1)c1nnc(-c2cc(OC)c(OC)c(OC)c2)s1,-6,1,23,50*,7,21,1,3
Cc1nn(-c2ccccc2)c(C)c1[N+](=O)[O-],-2,-5,-3,-6,-9,-4,-5,-1
O=C(c1cc2nc(C3CC3)cc(C(F)F)n2n1)N1CCOCC1,7,8,-3,-3,-14,10,3,-2
O=C(NC(=S)NNC(=O)c1ccco1)c1ccccc1,2,25,-2,2,-5,-2,-6,-10
CCNc1sc(C(=O)OCC)c(N)c1C#N,3,1,-9,10,2,10,-2,-5
CCc1ccc(OCC(=O)NC(=S)Nc2cccc(CO)c2)c(Br)c1,-34,14,4,1,-28,3,11,9
COc1cccc(CN(C(=O)c2ccccc2Cl)C2CCS(=O)(=O)C2)c1 (centres undefined),2,18,-1,0,-4,-4,0,-5
COc1ccc(C(C)(C)C)cc1NC(=O)c1c(C)noc1C,-3,-6,-12,13,3,0,0,-10
Cc1ccccc1Cc1c(C)nc2ncnn2c1C,20,8,2,21,-19,3,0,-23
O=S(=O)(c1ccc(Cl)cc1)c1nc(-c2ccccc2F)oc1NCCN1CCOCC1,8,1,-1,5,3,21,-4,22
CCCNc1nc2c(c(=O)n(C)c(=O)n2C)n1CCc1ccccc1,18,-1,8,-7,32,-40,-2,-8
CC(=O)NC1(c2ccc(F)cc2)CCN(C(=O)Nc2ccc(F)cc2F)CC1,3,-15,2,2,-7,23,7,9
CCOc1ccc(S(=O)(=O)Nc2ccncc2)c(C)c1C,-11,-22,-6,-5,4,2,0,-6
O=C(Nc1ccc(Oc2cccnc2)cc1)c1ccc([N+](=O)[O-])cc1,-2,-3,-4,-1,x,-48,-4,5
c1ccc(-c2nc3c4ccccc4ccn3c2CN2CCOCC2)cc1,-44,11,3,15,-11,-52,-1,-7
CCOc1cc(N2CCOCC2)c(OCC)cc1NC(=O)c1cc(-c2ccco2)nc2ccccc12,48,-7,-9,-14,23,2,8,12
COc1ccc(OC)c(-n2c(SCC(=O)NCC3CCCO3)nc3ccccc3c2=O)c1 (centres undefined),-5,7,2,1,4,-13,2,-6
Cc1cc(C(=O)Oc2cccnc2)ccc1[N+](=O)[O-],4,9,-9,10,-3,8,-13,-17
O=C(Nc1ccccc1N1CCCCC1)C1CCN(C(=O)c2ccc(Cl)cc2)CC1,5,12,58*,1,11,-38,-4,31

# Profiles, quoted from the list. Order of values: Jurkat NFkB inh, CCR6 antag, EBI2 block, UBC13 polyUb, Gli-Sufu block, 697 NFkB inh, SENP8 block, Apaf-1 inh
# O=C(Nc1ccccc1N1CCCCC1)C1CCN(C(=O)c2ccc(Cl)cc2)CC1 is entered as 5, 12, 58*, 1, 11, -38, -4, 31
# Cc1nn(-c2ccccc2)c(C)c1[N+](=O)[O-] is entered as -2, -5, -3, -6, -9, -4, -5, -1
# O=S(=O)(NCC(Nc1ccccc1)c1ccccc1)c1ccc(Cl)cc1 (centres undefined) is entered as -20, 13, 1, 5, 2, -22, -3, -245

# (continued)
SMILES,Jurkat NFkB inh,CCR6 antag,EBI2 block,UBC13 polyUb,Gli-Sufu block,697 NFkB inh,SENP8 block,Apaf-1 inh
C=CCn1c(C)cc(C(=O)Cn2nc(C(=O)O)c3ccccc3c2=O)c1C,-24,18,0,-3,-42,-109,10,15
CC(NC(=O)c1ccncc1)c1ccccc1 (centres undefined),13,2,1,-5,-12,9,-3,-4
N#Cc1nc(-c2ccc(OCc3ccccc3)cc2)oc1NCCCN1CCOCC1,0,15,6,26,6,5,-1,25
COc1ccccc1OCC(=O)Nc1c2c(nn1-c1ccc(F)cc1)CS(=O)(=O)C2,15,-3,5,-17,16,2,1,-88
O=CN(c1ccccc1)c1ccc2ccccc2c1,-15,5,0,-8,46,10,-6,-1
CCOC(=O)COc1ccc(S(=O)(=O)N2CCc3ccccc3C2)cc1,17,-16,-8,9,-11,8,3,-7
COc1ccc(OC)c(Nc2nc(N)c([N+](=O)[O-])c(NC3CCCCC3)n2)c1,2,9,8,-5,7,5,-7,6
COc1ccccc1CN1CC(C(=O)NCCC2=CCCCC2)CCC1=O (centres undefined),-5,9,-3,-2,3,-6,-9,-6
COc1cccc(CN2CC(C(=O)NCCCn3cccn3)CCC2=O)c1 (centres undefined),-2,1,8,2,6,-3,2,5
CC(C)CNc1nc(Oc2ccc(=O)n(C)n2)nc(N2CCOCC2)n1,10,-2,-8,3,-15,15,3,-7
O=C(NC(=S)N1CCN(C2CCCCC2)CC1)c1ccccc1,3,3,-1,7,-8,10,12,-9
Cc1sc2ncnc(Sc3ccccc3C(=O)Nc3ccc(Br)cc3)c2c1C,-5,-1,-15,0,-7,-30,5,12
NC(=S)Nc1c(Cl)cccc1Cl,-7,6,0,-4,6,-5,3,-12
COc1ccc(OCC2CCCN(Cc3nc(CC4CC4)no3)C2)cc1 (centres undefined),-6,14,18,1,0,9,26,4
CCCn1c(CN(C)Cc2ccccc2)nc2c1c(=O)n(C)c(=O)n2C,15,-9,0,0,49,-44,7,1
O=C(N[C@@H]1C/C=C\C[C@@H](CC(=O)N(CCO)Cc2ccccc2)C(=O)N[C@H](Cc2ccccc2)COC1=O)OCC1c2ccccc2-c2ccccc21,3,19,-10,1,34,-15,1,25
COc1ccc(-c2nnc(OCc3ccccc3)c3ccccc23)cc1,-9,25,26,-5,3,-4,3,8
CCCN(C(=O)COc1ccc(C(C)=O)cc1OC)C1CCS(=O)(=O)C1 (centres undefined),1,9,3,-13,-2,7,-18,4
Cc1cccc(C(=O)Nc2nnc(S(=O)(=O)N3CCOCC3)s2)c1,12,-17,-10,0,0,-29,-1,14
NC(=O)c1ccsc1NC(=O)CSc1nnc2ccccn12,-1,15,-6,9,-5,3,-3,-1
CCOC(=O)COc1ccccc1/C=C1/NC(=O)NC1=O,2,7,-12,-22,10,-15,-17,4
COc1ccc(C(CC(=O)O)NS(=O)(=O)c2ccc(C)cc2)cc1 (centres undefined),0,0,-13,2,2,1,-6,-13
O=C(Nc1ccc(S(=O)(=O)N2CCCCC2c2cccnc2)cc1)c1ccccc1F (centres undefined),7,-7,17,9,4,-3,1,12
Cc1nnc(Nc2ccc3c(c2)ncn3C)c2ccccc12,-5,-3,-3,-2,-21,18,2,-5
O=C(Nc1cc(Cl)ccc1N1CCOCC1)c1ccc2c(c1)OCCO2,-1,-1,20,2,0,0,-4,16
Cc1nn(-c2ccccc2)c(C)c1C(=O)OCC(=O)NC12CC3CC(CC(C3)C1)C2,-12,18,1,-2,1,-17,-1,5
CC1CCN(c2ccccc2NC(=O)c2cc([N+](=O)[O-])ccc2N2CCOCC2)CC1,13,28,19,-7,14,-17,-2,22
CC(=O)N[C@@H](Cc1ccc(O)cc1)CN1C(N)=NC[C@@H]1CC(C)C,7,5,-3,2,-9,19,2,-1
COCc1ccccc1C1=CC(=O)C[C@H](c2ccc(F)cc2)C1,-8,-1,-6,-10,0,-5,-9,-1
O=c1cc(O)n(C2CCCCCC2)c(=O)[nH]1,8,20,-7,-32,-6,22,-3,9
O=[N+]([O-])c1ccccc1S(=O)(=O)Nc1ccc(-c2ccc(N3CCOCC3)nn2)cc1,6,16,-5,-15,-27,-27,-3,8
O=C(COC(=O)CCc1nc2ccccc2c(=O)[nH]1)NC1CCS(=O)(=O)C1 (centres undefined),5,-2,-1,7,-2,12,8,-17
Cc1c(S(=O)(=O)N2CCN(c3cccc(C(F)(F)F)c3)CC2)c(=O)n(C)c(=O)n1C,7,10,-1,0,5,4,0,3
CCOc1cc(/C=C(\C(=O)O)c2ccc(S(=O)(=O)N3CCCC3)s2)ccc1OC,-10,8,-3,-18,-8,15,3,-7
CC(C(=O)N1CCCCC1)N1C(=O)c2ccccc2C1=O (centres undefined),-18,8,-1,1,-4,-29,2,-8
CC1(C)SC2c3ccccc3C(=O)N2[C@@H]1C(=O)NC1CC1 (some centres undefined),0,2,-2,0,-4,5,6,-16
CC(OC(=O)c1ccco1)C(=O)NCc1ccc2c(c1)OCO2 (centres undefined),15,0,4,0,-4,20,-3,1
COC(=O)C(CC(=O)c1ccc(C)cc1)n1cccn1 (centres undefined),13,3,-19,2,-2,11,4,-21
CN(C(=O)CCCN1C(=O)c2ccccc2C1=O)C1CCCCC1,-5,8,-1,8,-7,-13,-2,-10
CC(C(=O)Nc1cccc([N+](=O)[O-])c1)n1nnc2ccccc21 (centres undefined),-7,6,1,-1,4,-18,-1,10
Cc1occc1C(=O)N1CCN(c2ncccn2)CC1,18,-13,-6,4,-1,20,6,-5
CCC(C(=O)NC(C)(C)C)N(Cc1ccc(F)cc1)C(=O)c1snc(C(N)=O)c1N (centres undefined),-3,2,-3,11,-8,-39,-7,17
C=CCC[C@H](Cc1ccc(F)cc1)C(=O)OC[C@@H](Cc1c[nH]c2ccccc12)NC(=O)[C@@H](CC=C)CC(=O)N(CCO)Cc1ccccc1,1,7,10,6,23,4,0,14
O=C(Cc1ccc(Br)cc1)N1CCCC1,-3,17,-7,3,-12,21,14,2
Cc1cc(C)cc(NC(=S)NCC2CCN(C(C)c3ccccc3)C2)c1 (centres undefined),-4,7,0,-1,24,9,7,-1

# Just CCR6 antag, for some of the entries so far:
smiles	CCR6 antag
O=C(Cc1ccc(Br)cc1)N1CCCC1	17
C=CCC[C@H](Cc1ccc(F)cc1)C(=O)OC[C@@H](Cc1c[nH]c2ccccc12)NC(=O)[C@@H](CC=C)CC(=O)N(CCO)Cc1ccccc1	7
Cc1cc(C)cc(NC(=S)NCC2CCN(C(C)c3ccccc3)C2)c1 (centres undefined)	7
Cc1occc1C(=O)N1CCN(c2ncccn2)CC1	-13
CCC(C(=O)NC(C)(C)C)N(Cc1ccc(F)cc1)C(=O)c1snc(C(N)=O)c1N (centres undefined)	2

# 2 entries from above, as labelled records:
> O=C(Cc1ccc(Br)cc1)N1CCCC1
  Jurkat NFkB inh: -3	CCR6 antag: 17	EBI2 block: -7	UBC13 polyUb: 3	Gli-Sufu block: -12	697 NFkB inh: 21	SENP8 block: 14	Apaf-1 inh: 2

> Cc1occc1C(=O)N1CCN(c2ncccn2)CC1
  Jurkat NFkB inh: 18	CCR6 antag: -13	EBI2 block: -6	UBC13 polyUb: 4	Gli-Sufu block: -1	697 NFkB inh: 20	SENP8 block: 6	Apaf-1 inh: -5

# An excerpt; the hit share may differ from the screen's.
